# High-throughput results as filed in PubChem BioAssay.
# RXFP1 ag – agonists of human relaxin receptor RXFP1. Q9HBX9. HEK293T-RXFP1 cAMP TR-FRET, 30 min; response scale: percent of porcine relaxin response, buffer zero. Potency, µM (highest dose often 57.5 µM), for the others: top-dose activation, actives largely listed as activators. actives 0.3% (n = 370,000). AID 2676; active means well fitted activation curve with a large enough effect; inconclusive means small, poorly fitted or top-dose-only effect; further: potency means the concentration at half of the fitted maximal effect; on the % scale 0 is the no-effect control and ±100 the full control effect; nearly all actives have a fitted effect of over 60% in size; many of its hits are not listed in these tables
#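 HEK293T cells stably expressing RXFP1 were pretreated with the PDE4 inhibitor Ro 20174, exposed to compounds for 30 min at 37C, lysed, and cAMP was read by TR-FRET. Data normalized to buffer (basal) and 29 nM porcine relaxin (100%).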
# D1 potentiator – human D1 dopamine receptor positive modulation | AID 504651 | P21728 | potentiation, % at 10 µM | actives 0.036% (n = 360,000) | HEK293 TREx D1 cells, calcium flux, dopamine EC20 potentiation; in the data active means potentiation above about 30%; further: 0% is about no effect
# Target sequence (P21728 whole entry, looked up): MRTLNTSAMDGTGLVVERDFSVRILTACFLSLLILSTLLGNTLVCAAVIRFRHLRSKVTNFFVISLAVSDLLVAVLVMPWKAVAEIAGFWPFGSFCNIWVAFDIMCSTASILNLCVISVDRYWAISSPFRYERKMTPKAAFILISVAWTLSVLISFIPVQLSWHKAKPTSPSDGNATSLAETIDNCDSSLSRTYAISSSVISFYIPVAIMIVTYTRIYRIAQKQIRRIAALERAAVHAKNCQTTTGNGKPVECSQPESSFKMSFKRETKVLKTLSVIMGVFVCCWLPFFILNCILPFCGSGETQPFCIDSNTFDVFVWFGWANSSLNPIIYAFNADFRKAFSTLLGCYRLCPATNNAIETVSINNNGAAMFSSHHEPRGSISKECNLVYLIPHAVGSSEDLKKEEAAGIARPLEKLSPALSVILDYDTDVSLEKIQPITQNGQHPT
# D1 ag – agonists of human D1 dopamine receptor | P21728 | HEK293 T-REx D1 cells, calcium flux, agonist mode | activation, % at 2 µM | actives 1% (n = 360,000) | AID 504660; in the data active means activation above about 30%; further: 0% is about no effect
#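 Tetracycline-induced HEK293 TREx D1 cells, force-coupled to calcium signalling, were dye-loaded with a no-wash calcium kit. Compound was pin-added after a 10 s baseline. Fluorescence was read kinetically at 1 cycle/s for 180 s, with calcium rises flagged as agonism.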
# D1 antag – antagonists of human D1 dopamine receptor; activity change, negative = inhibition, % at 10 µM; actives 3.2% (n = 360,000); HEK293 TREx D1 cells, calcium flux, dopamine EC80; active compounds read low; in the data active means activity change below about -30%; further: on the % scale 0 is the no-effect control and ±100 the full control effect
#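 Kinetic fluorescence of a calcium dye serves as the read-out. D1-expressing Hek293 Trex cells, induced overnight at 30 C, are exposed to compound for 180 s before an EC80 dopamine addition, then read 180 s further.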
# TRHR enhancer – TRH receptor (human) allosteric enhancement. P34981. TRHR cells, fluo-8 calcium fluorescence, EC20 TRH enhancement. enhancement, % at 2 µM. actives 0.66% (n = 360,000). AID 493056; in the data active means enhancement above about 30%; further: 0% is about no effect
# Target sequence (P34981 whole entry, looked up): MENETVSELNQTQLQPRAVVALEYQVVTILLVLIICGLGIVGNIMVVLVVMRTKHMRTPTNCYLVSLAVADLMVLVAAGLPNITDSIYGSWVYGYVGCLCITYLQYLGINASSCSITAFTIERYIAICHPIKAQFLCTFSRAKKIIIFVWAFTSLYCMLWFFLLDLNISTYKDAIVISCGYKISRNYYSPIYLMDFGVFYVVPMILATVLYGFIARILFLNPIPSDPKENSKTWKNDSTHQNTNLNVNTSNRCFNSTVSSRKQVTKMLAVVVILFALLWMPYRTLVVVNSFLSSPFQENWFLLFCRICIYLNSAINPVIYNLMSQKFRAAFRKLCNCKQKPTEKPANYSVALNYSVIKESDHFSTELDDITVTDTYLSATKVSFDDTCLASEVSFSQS
#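 Enhancer read-out: after compound pinning and an initial kinetic agonist-mode read, an EC20 of TRH (10 nM final) was injected and fluo-8 calcium signal (Ex 480/Em 530) followed at 1 s/cycle for 100 cycles in TRHR-expressing cells.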
# D2 potentiator – D2 dopamine receptor (human) potentiation; potentiation, % at 10 µM; HEK293 T-REx D2, calcium flux, EC20 dopamine potentiation; P14416; actives 0.34% (n = 340,000);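 active means potentiation over 3 SD above the plate norm, cut at about 30% in these data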; further: 0% is about no effect
#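 Potentiation of an EC20 dopamine calcium response measured kinetically over 180 s, after a preceding 180 s compound-only read flagging agonists. Cells: inducible Hek293 Trex D2 line, 4000/well, cultured overnight at 30 C before dye loading.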
# RXFP1 antag – blocks the human relaxin receptor RXFP1 | Q9HBX9 | HEK293-RXFP1, relaxin-stimulated cAMP HTRF, 30 min; active compounds read low | activity change, negative = inhibition, % at 57.5 µM | actives 0.59% (n = 350,000) | AID 1259400;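 active means activity change of -60% or lower, but not beyond a set lower limit; inconclusive means change between -60% and -40%, or beyond the set limit; inactive means change above -40%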; further: on the % scale 0 is the no-effect control and ±100 the full control effect
# D2 antagonist – antagonizes the human D2 dopamine receptor; P14416; inhibition, % at 10 µM; HEK293 TREx D2 cells, calcium flux, dopamine EC80; AID 485344; actives 2% (n = 340,000); in the data active means inhibition above about 30%; further: 0% is about no effect
#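 In this primary screen, negative modulation is detected by tracking calcium flux after an EC80 dopamine challenge in inducible HEK293 T-REx D2 cells preexposed to test compound for 180 s.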
# D2 agonist – agonists of human D2 dopamine receptor. P14416. HEK293 T-REx D2 cells, calcium flux agonist mode. activation, % at 2 µM. actives 0.53% (n = 340,000);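 active means activation over 3 SD above normal in the single-dose calcium agonist read, cut at about 30% in these data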; further: 0% is about no effect
#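 Tetracycline-induced HEK293 T-REx cells with force-coupled D2 receptor, plated overnight at 30 C, loaded with no-wash calcium dye. After a 10 s baseline, compound was pin-added and calcium flux read kinetically for 180 s; calcium rises flagged agonists.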
# The depositor's hits bear a star; ? = inconclusive; / = not tested or not shown. These rows are one share of the data; the hit share may differ from the screen's.
SMILES,RXFP1 ag,D1 potentiator,D1 ag,D1 antag,TRHR enhancer,D2 potentiator,RXFP1 antag,D2 antagonist,D2 agonist
Cc1ccsc1C1C(C#N)=C(N)OC2=C1C(=O)CC(C)(C)C2 (stereo not given),-2.5%,-6,0,-36*,3,-2,9,-6,0.0
COCCNC(=O)COc1ccc(Br)cc1Cl,-0.9%,0,2,1,5,1,1,-2,0.7
NC(=O)COC(=O)CCSc1ccc(Cl)cc1,1.5%,2,1,/,-2,5,3,13,-0.4
O=C(NCC1CCN(Cc2ccc(F)cc2)CC1)c1cc2ccc3cccnc3c2[nH]1,-2.8%,-4,4,8,15,-14,-22,/,0.4
O=C(c1ccc(COc2ccccc2Br)o1)N1N=C(C(F)F)CC1(O)C(F)F (stereo not given),2.9%,-8,4,-9,-8,2,-8,17,0.7
Cc1cccc(C(=O)Nc2cc(Cl)ccc2-n2cncn2)c1[N+](=O)[O-],1.0%,5,3,-11,1,-10,2,-13,-0.8
CNC(=O)C12CC3CC(C1)CC(c1ccc(C)cc1)(C3)C2,-0.2%,1,0,9,-1,5,-1,-2,1.1
Oc1ccc(N=Nc2ccccc2)cc1,3.7%,-6,3,15,0,5,2,33*,-0.4
Cc1cc(NC(=O)Nc2cccc([N+](=O)[O-])c2)no1,-2.2%,-1,10,5,-2,4,1,-6,1.6
CCC(=O)Nc1c(C(=O)Nc2ccc3c(c2)OCCO3)oc2ccccc12,0.6%,-1,0,8,-8,-3,-13,-5,-1.2
Cc1onc(-c2c(Cl)cccc2Cl)c1C(=O)Nn1cnnc1,-0.4%,1,1,6,3,10,-14,14,-0.2
NC(=O)NOCc1ncc(C(F)(F)F)cc1Cl,-0.5%,-10,3,3,6,3,-2,3,-1.2

# A different layout for some results above:
structure | RXFP1 ag | D1 potentiator | D1 ag | D1 antag | TRHR enhancer | D2 potentiator | RXFP1 antag | D2 antagonist | D2 agonist
NC(=O)COC(=O)CCSc1ccc(Cl)cc1 | 1.5% | 2 | 1 | / | -2 | 5 | 3 | 13 | -0.4
O=C(NCC1CCN(Cc2ccc(F)cc2)CC1)c1cc2ccc3cccnc3c2[nH]1 | -2.8% | -4 | 4 | 8 | 15 | -14 | -22 | / | 0.4
O=C(c1ccc(COc2ccccc2Br)o1)N1N=C(C(F)F)CC1(O)C(F)F (stereo not given) | 2.9% | -8 | 4 | -9 | -8 | 2 | -8 | 17 | 0.7
Cc1cccc(C(=O)Nc2cc(Cl)ccc2-n2cncn2)c1[N+](=O)[O-] | 1.0% | 5 | 3 | -11 | 1 | -10 | 2 | -13 | -0.8
CNC(=O)C12CC3CC(C1)CC(c1ccc(C)cc1)(C3)C2 | -0.2% | 1 | 0 | 9 | -1 | 5 | -1 | -2 | 1.1
Oc1ccc(N=Nc2ccccc2)cc1 | 3.7% | -6 | 3 | 15 | 0 | 5 | 2 | 33* | -0.4
Cc1cc(NC(=O)Nc2cccc([N+](=O)[O-])c2)no1 | -2.2% | -1 | 10 | 5 | -2 | 4 | 1 | -6 | 1.6
CCC(=O)Nc1c(C(=O)Nc2ccc3c(c2)OCCO3)oc2ccccc12 | 0.6% | -1 | 0 | 8 | -8 | -3 | -13 | -5 | -1.2
Cc1onc(-c2c(Cl)cccc2Cl)c1C(=O)Nn1cnnc1 | -0.4% | 1 | 1 | 6 | 3 | 10 | -14 | 14 | -0.2
NC(=O)NOCc1ncc(C(F)(F)F)cc1Cl | -0.5% | -10 | 3 | 3 | 6 | 3 | -2 | 3 | -1.2

# (list continues)
SMILES,RXFP1 ag,D1 potentiator,D1 ag,D1 antag,TRHR enhancer,D2 potentiator,RXFP1 antag,D2 antagonist,D2 agonist
COc1ccc(-c2nnc(-c3ccccc3)o2)cc1OC,4.3%,-7,3,-14,6,0,2,-5,0.6
Cc1cc(C)cc(OC(=O)c2cccnc2)c1,0.6%,-3,3,-17,-9,-6,-2,-2,0.4
COc1ccc(C2C(C(=O)c3ccccc3)=C(C)Nc3nc4ccccc4n32)cc1OC (stereo not given),0.0%,-1,-3,-9,3,9,/,/,/
COc1ccc(N2CCN(C(=O)c3ccc(CNS(=O)(=O)c4cccc(OC)c4)cc3)CC2)cc1,-0.6%,-8,6,-20,2,0,5,-4,0.7
C=CCn1c(SCC(=O)NCC2CCCO2)nc2scc(-c3ccc(OC)cc3)c2c1=O (stereo not given),-2.5%,3,4,-15,3,/,-1,/,/
COc1ccc(NC2=C(C(C)=O)C(c3ccc4c(c3)OCO4)C(C(C)=O)C(C)(O)C2)cc1 (stereo not given),-1.8%,-4,-1,6,1,13,15,-1,0.3
CCn1c2ccccc2c2cc(NC(=O)c3ccc(C)c([N+](=O)[O-])c3)ccc21,2.0%,-11,-1,-10,-4,0,-14,/,/
Cc1cc(NC(=O)CCn2c(=O)c3cccn3c3cccnc32)ccc1Br,?,2,1,-4,4,5,-7,/,0.3
CSCCC(NC(=O)c1ccc(Cl)cc1)C(=O)OCC(=O)N1CCCC1=O (stereo not given),3.0%,-2,0,-4,5,-11,2,1,1.3
COc1ccc(-c2cc(=O)c3ccccc3s2)cc1,1.6%,-1,2,6,4,-2,-12,-15,1.1
CCCCOc1ccc(C(=O)N/C(=C\c2cccc([N+](=O)[O-])c2)C(=O)OCc2ccco2)cc1,-0.4%,-3,5,4,3,-1,13,-1,0.9
Cc1ccccc1NC(c1cccc(Cl)c1)c1nnnn1C1CCCCC1 (stereo not given),-0.6%,-2,1,8,-5,-11,/,15,-1.5
CCOc1ccc(N2C(=O)CC(NCCc3c[nH]c4ccccc34)C2=O)cc1 (stereo not given),-0.5%,-2,-2,/,-3,-13,4,-11,12
COc1cccc(-c2cccc(NC(=O)C3CCN(CC4CCOC4)CC3)c2)c1 (stereo not given),2.0%,-5,1,6,2,0,1,3,0.3
CCC(C(=O)NC1CCCCC1)n1nc(C)c2sc3ccccc3c2c1=O (stereo not given),6.3%,0,1,-17,-2,-2,-12,/,/
COc1ccc(S(=O)(=O)N(CC(=O)NCC2CCCO2)Cc2ccccc2)cc1 (stereo not given),-0.2%,0,1,-5,19,13,13,-11,-0.9
CCSC1=C(C#N)C(c2ccc(C)s2)CC(=O)N1 (stereo not given),-0.3%,0,2,11,-7,0,-2,-3,-0.5
COc1ccc(CNCCC(c2ccc(F)cc2)c2ccc(OC)cc2)cc1 (stereo not given),-0.1%,-5,34*,4,8,/,-17,/,/
Cc1cc(C(=O)N/N=C/c2cccc3ccccc23)c(C)o1,-1.4%,3,-1,7,1,18,-19,8,0.0
COc1ccc([N+](=O)[O-])cc1NC(=O)C(C)OC(=O)c1cccnc1 (stereo not given),6.1%,2,1,15,0,-1,0,0,-1.3
COCCCN1C2=C(C(=O)CC(C)(C)C2)C(c2ccc(O)c(OC)c2)C2=C1CC(C)(C)CC2=O,-3.3%,-1,2,18,2,-8,-6,-6,0.0
COc1ccc(CNC(=O)CCc2c(C)nc3nc(CNC(=O)OC(C)(C)C)nn3c2C)cc1,-1.6%,0,2,4,-3,/,4,/,0.5
O=C(COc1ccc(Br)cc1)N1CCCCCC1,1.4%,-3,0,-8,-1,-11,-16,0,-1.5
CCc1cccc2c(C(=O)C(NCCCOC)c3ccccc3)c[nH]c12 (stereo not given),2.2%,-7,30,-15,3,-14,-9,4,1.7
O=C(O)c1cccc(S(=O)(=O)N(Cc2ccccc2)c2ccccc2)c1,1.5%,0,4,12,5,1,-9,-6,1.4
CCN(CC)C(=O)CCc1nnc(CCc2c[nH]c3ccccc23)o1,-0.9%,1,3,11,2,-3,1,2,0.3
CN1CCN(c2ccc(NC(=O)CSc3nnnn3-c3ccccc3Cl)cc2)CC1,-1.0%,-10,12,-83*,6,4,3,-12,0.3
Cc1ccc(Sc2ncnc3onc(C)c23)cc1,2.0%,2,1,5,-1,/,1,/,/
Nc1ccc(N2CCCCC2)cc1N1CCCCC1,-1.8%,-3,1,-3,1,11,-7,7,-0.5
O=C(NCc1ccccc1)c1ccc(F)c(S(=O)(=O)N2CCOCC2)c1,-1.6%,-4,3,1,2,2,-6,0,0.9
Cc1ccc(-c2c(C)n([O-])c3c([n+]2=O)CCC3)cc1,2.1%,3,2,-7,-5,1,-9,-5,0.1
COc1ccc(CCC(=O)NNC(=O)c2cc(Cl)ccc2OC)cc1OC,3.5%,-2,2,-12,7,1,-1,4,-0.7
Nc1nnc(SCC(=O)Nc2ccccc2N2CCOCC2)s1,1.6%,-2,2,-14,12,15,-10,-8,0.5
CC(OC(=O)c1ccco1)C(=O)Nc1ccc(Cl)cn1 (stereo not given),-0.4%,-2,1,-2,2,-4,10,-7,-0.1
Cc1nn(C)cc1/C=N/NC(=O)Cn1nccc1C,-1.2%,1,3,-28,26,-2,-5,-1,1.3
Nc1ccc2nc(-c3ccccn3)[nH]c2c1,0.7%,1,0,-11,3,5,0,-25,-0.3
COc1ccc2nc(N3C(=O)CC(Cc4ccc(Cl)cc4)C3=O)sc2c1 (stereo not given),0.7%,-2,3,-5,4,-4,-12,9,0.0
O=C(CN1CCN(Cc2ccccc2)CC1)Nc1cccc(C(F)(F)F)c1,-2.6%,-1,0,/,8,-24,21,39*,0.1
CCN(C(=O)COC(=O)Cc1c[nH]c2ccccc12)C1CCS(=O)(=O)C1 (stereo not given),-1.3%,-2,4,-23,3,3,1,7,0.6
COc1cc(C2c3c(oc4cc(C)c(C)cc4c3=O)C(=O)N2CCCN2CCOCC2)ccc1O (stereo not given),0.9%,1,1,-7,5,3,/,/,0.1
COC(=O)c1c(C)[nH]c(C(=O)/C=C/c2ccccc2Cl)c1C,-2.6%,1,10,-8,-10,-4,-4,7,0.3
O=C(CNS(=O)(=O)c1ccc([N+](=O)[O-])cc1)N/N=C\c1ccc(O)cc1,-0.6%,9,14,21,-4,0,1,-6,2.5
Nc1nonc1C(=O)NCCNCc1c(OCc2ccccc2F)ccc2ccccc12,-0.1%,-9,11,-45*,1,-34,-24,16,-1.7
COc1ccc(/C(O)=C2/C(=O)C(=O)N(CCN(C)C)C2c2ccc(OC)c(OC)c2)c(C)c1 (stereo not given),4.0%,-1,1,-5,5,0,-5,0,0.9
